PME-1 inh = blocks human protein phosphatase methylesterase 1 | recombinant PME-1, FP-Rh probe fluorescence polarization | Q9Y570 | inhibition, % at 5.9 µM | AID 2130 | 320,000 compounds, 0.53% hits;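 active = inhibition above the campaign mean of all compounds plus 3 SD, cut at about 26% in these data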;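 note: competitive labeling of PME-1 active site by serine hydrolase directed probe; 0% = PME-1 with DMSO and 100% = wells lacking PME-1 enzyme; inhibitors block probe labeling so polarization falls and inhibition rises; many of its hits are not listed in these tables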
VLA-4 inh = inhibition in a human VLA-4 binding assay; inhibition, % (about 7 µM as worked out from the volumes in the protocol); 330,000 compounds, 0.2% hits; P13612; VLA-4 expressing cells, ligand binding flow cytometry; in the data active = inhibition above about 50%
MEX-5 binding = C. elegans MEX-5 TCR-2 RNA binding activity | MEX-5/FITC-TCR2 RNA binding, fluorescence polarization; hits give low values | activity score (negative = inhibition of binding), % at 10 µM | 300,000 compounds, 0.38% hits | AID 1832;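 active = inhibition past about -25% in most replicates, and total fluorescence under double the plate's negative control median, limit read from the data; inconclusive = replicates evenly split on the limit, or fluorescence at least double controls; inactive = too little inhibition in most replicates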;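 note: 0% = DMSO and -100% = 5 µM competing unlabeled TCR2 RNA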
GLD-1 RNA inh = GLD-1-TGE RNA interaction inhibition (C. elegans); Q17339; purified GLD-1 + fluorescein TGE RNA, fluorescence polarization; inhibition, % at 5.96 µM; 320,000 compounds, 0.44% hits; AID 2280;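 active = percent inhibition above a per-plate cutoff, the plate mean of test compounds plus 3 SD, cut at about 30% in these data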;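 note: 0% = DMSO wells with GLD-1 and probe and 100% = wells lacking GLD-1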
Target sequence (Q17339 whole entry, looked up): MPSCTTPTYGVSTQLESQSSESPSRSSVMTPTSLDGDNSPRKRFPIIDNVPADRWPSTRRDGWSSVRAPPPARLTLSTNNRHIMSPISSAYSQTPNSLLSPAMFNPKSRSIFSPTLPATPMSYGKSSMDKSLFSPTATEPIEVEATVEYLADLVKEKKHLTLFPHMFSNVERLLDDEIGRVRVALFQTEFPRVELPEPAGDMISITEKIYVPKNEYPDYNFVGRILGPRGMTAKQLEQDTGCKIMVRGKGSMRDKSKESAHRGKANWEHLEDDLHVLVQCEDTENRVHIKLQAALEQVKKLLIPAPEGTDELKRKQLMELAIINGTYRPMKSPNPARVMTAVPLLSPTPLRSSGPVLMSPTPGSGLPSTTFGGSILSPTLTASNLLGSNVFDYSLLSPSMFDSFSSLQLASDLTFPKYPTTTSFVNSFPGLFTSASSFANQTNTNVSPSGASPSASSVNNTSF
Fam108B inh = Fam108B inhibition, counter-screen for RBBP9 inhibitors | recombinant Fam108B, FP-Rh probe fluorescence polarization | inhibition, % at 9.51 µM | 300,000 compounds, 0.33% hits | AID 1947;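 active = inhibition above the screen mean inhibition plus 3 SD, computed separately per campaign, cut at about 18% in these data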;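 note: inhibitors lower polarization as less probe binds the enzyme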
MCL1 BIM primary = inhibitors of human MCL1 binding to BIM-BH3 peptide; inhibition, % at 10.9 µM; AID 2057; Q07820; GST-MCL1 / FITC-Bim-BH3 fluorescence polarization; 320,000 compounds, 0.68% hits;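 active = inhibition above the mean inhibition of all tested compounds plus 3 SD, set per campaign, cut at about 40% in these data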;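 note: 0% = DMSO wells and 100% = unlabeled Bim-BH3 peptide control; higher means more loss of mP so more displacement of Bim peptide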
Target sequence (Q07820 whole entry, looked up): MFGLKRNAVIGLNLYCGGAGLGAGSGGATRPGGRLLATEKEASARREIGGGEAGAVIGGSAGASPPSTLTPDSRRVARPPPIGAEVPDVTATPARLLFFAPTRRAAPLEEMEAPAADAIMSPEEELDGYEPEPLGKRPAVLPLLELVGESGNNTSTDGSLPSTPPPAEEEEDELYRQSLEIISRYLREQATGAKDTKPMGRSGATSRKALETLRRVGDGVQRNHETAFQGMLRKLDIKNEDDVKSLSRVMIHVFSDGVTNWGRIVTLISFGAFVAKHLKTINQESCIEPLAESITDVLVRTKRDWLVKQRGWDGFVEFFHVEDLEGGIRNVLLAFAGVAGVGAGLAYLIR
GRK2 aptamer HTS = blocks RNA aptamer binding to human GRK2. bead flow cytometry, FAM-aptamer displacement from GRK2. AID 488847. inhibition of aptamer binding, % at 10 µM. 330,000 compounds, 0.59% hits;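 active = inhibition of aptamer binding above 40%, roughly 3 SD of noise, on plates passing a quality check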;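 note: median bead fluorescence of bound FAM aptamer so fluorescent compounds give negative values; no value below 0 was filed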
Efflux pump mplx = blocks antifungal efflux pumps in multiplex yeast assay; S. cerevisiae Candida pump triplex, Nile Red efflux; inhibition, % at 10 µM; 330,000 compounds, 0.44% hits; AID 485275;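 active = plate passing quality check with inhibition over a set limit, or well fluorescence over plate mean plus 4 SD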;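 note: Nile Red retained in pooled yeast measured as flow cytometry median fluorescence; 0% = buffer negative control and 100% = Enniatin B positive control; higher means more Nile Red kept so more efflux inhibition; some compounds called inactive have numbers as strong as hits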
BCLXL inh = inhibitors of human Bcl-xL | GST-Bcl-xL / FITC-Bim BH3 peptide fluorescence polarization | inhibition, % at 10.9 µM | 320,000 compounds, 0.7% hits | AID 2129;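 active = inhibition above the mean of all tested compounds plus 3 SD, cutoff set per campaign, cut at about 30% in these data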;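 note: 0% = DMSO wells and 100% = unlabeled Bim-BH3 peptide competitor; inhibitors lower millipolarization by displacing the labeled peptide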
Target sequence (Q07817 whole entry, looked up): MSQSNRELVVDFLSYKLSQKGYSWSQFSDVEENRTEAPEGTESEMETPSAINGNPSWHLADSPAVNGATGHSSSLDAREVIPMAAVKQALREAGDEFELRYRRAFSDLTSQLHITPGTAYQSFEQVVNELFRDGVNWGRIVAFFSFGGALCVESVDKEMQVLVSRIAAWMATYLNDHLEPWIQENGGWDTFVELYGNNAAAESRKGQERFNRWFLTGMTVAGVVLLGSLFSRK
* = called active by the depositor; ? = inconclusive; nt = no result given. Not all compounds are listed (hit frequency here may not be typical).

SMILES	PME-1 inh	VLA-4 inh	MEX-5 binding	GLD-1 RNA inh	Fam108B inh	MCL1 BIM primary	GRK2 aptamer HTS	Efflux pump mplx	BCLXL inh
CCn1c(SCC(=O)N2CCCC(C)C2)nnc1-c1ccco1 (stereo not given)	0	5	-2.0	1	2	-1	0	-0.1	2
O=C(N/N=C\c1c(O)ccc2ccccc12)c1cncc(Br)c1	18	-26	?	-142	16	-77	5	-0.1	-28
O=C(CN1CCCN(Cc2ccc(F)cc2Cl)C1=O)NC1CCCC1	-9	3	0.0	0	-2	-6	0	0.4	2
CCOc1nc(-c2ccccc2)c2cc(Br)ccc2n1	7	6	-3.0	-5	-3	5	1	0.3	-1
O=C(CNCC(=O)Nc1ccc(F)c(F)c1F)Nc1ccc(F)c(F)c1F	-8	-1	1.0	2	2	-7	1	-0.1	0
COCCn1c(SCC(=O)Nc2ccccc2C)nc2c(oc3ccccc32)c1=O	-4	8	-0.6	17	-2	11	0	0.2	4
CCOCCn1c(CC)nc2ccccc21	0	-1	1.2	3	-2	-3	0	0.1	0
O=C(Cc1cccc2ccccc12)NCCOc1ccccc1F	9	8	0.9	-4	-2	-7	1	-0.1	1
Cc1cccc2cc(C#N)c(SCC(=O)NNC(=O)Cc3ccccc3)nc12	0	-1	-1.3	2	-24	-1	2	0.1	1
Cc1ccc(CNC(=O)C2CCN(S(=O)(=O)c3cccc4nonc34)CC2)cc1	-4	1	-1.8	-2	5	2	0	-0.1	-1
CC(C)CC(=O)CN1C(=O)C2(OCCO2)c2ccccc21	-1	-1	-0.5	3	-3	4	0	0.2	0
CNC(=O)c1[nH]cnc1C(=O)N[C@@H](Cc1ccccc1)C(=O)OC(C)(C)C	-4	1	0.1	2	-5	12	10	-0.1	6
CCn1ncc(/C=N/O)c1C	2	0	1.4	-4	4	2	1	-0.1	-3
O=C(CN1C(=O)NC2(CCCCCC2)C1=O)NCc1ccccc1	nt	15	nt	3	nt	nt	0	0.0	nt
CC(Sc1nnc(-c2ccc(O)cc2)o1)C(=O)Nc1cccc2ccccc12 (stereo not given)	-3	21	-1.4	1	-5	-4	0	-0.2	3
CCOC(=O)c1c(C=O)c2sc(C)cc2n1C	2	-2	-3.9	3	-1	-6	4	0.2	-1
COc1ccc2cc(C(=O)C3CCCN(C(=O)c4cnn(C(C)C)c4)C3)ccc2c1 (stereo not given)	-9	6	0.3	3	3	-3	0	0.0	-1
COc1cc(OC)c2cc(C(=O)N/N=C/c3cccc(OC)c3O)[nH]c2c1	44*	-6	-1.5	0	22*	3	0	0.0	1
O=C(Nc1nccs1)c1ccc(-c2ccccc2[N+](=O)[O-])o1	3	4	0.2	5	8	21	0	-0.1	12
C#CCCOC(=O)N1C2=NC(C(=O)OC)=C(C(=O)OC)[C@@H]3N(Cc4ccccc4)c4ccccc4[C@]23C[C@H]1C(=O)OC	4	-10	3.5	-2	1	-5	4	0.2	3
Cc1cccc(NC(=O)c2cc(S(=O)(=O)NCc3ccco3)ccc2F)c1C	3	-5	-0.8	4	2	5	0	-0.2	-2
Clc1ccc(Sc2oc(/C=N/n3cnnc3)cc2Br)cc1	10	11	-1.5	-1	1	-16	0	0.1	-8
CC(=O)N1c2ccc(S(=O)(=O)N3CCCC(C(=O)NCc4ccccc4Cl)C3)cc2CC1C (stereo not given)	26	-2	-0.3	5	-1	2	2	0.1	4
C=CCn1c2ccccc2c2nnc(SC(CC)C(=O)Nc3nc(C)c(C(=O)OCC)s3)nc21 (stereo not given)	-8	18	2.9	7	-2	0	3	0.1	-1
CCOC(=O)c1sc2ncnc(N3CCN(C)CC3)c2c1C	-5	0	-4.1	4	-4	-4	1	-0.1	2
CCOC(=O)c1sc(Nc2nc(C)cc(OC)n2)nc1C	2	0	1.6	3	-3	-12	0	-0.1	-4
CCC(C)(C(=O)Nc1ccccc1C)N(C(=O)CNC(C)=O)c1ccc(C)cc1 (stereo not given)	6	8	-0.3	3	1	-5	1	-1.5	-1
CCOC(=O)N1CCN(C(c2ccc(F)cc2)c2sc3nc(C)nn3c2O)CC1 (stereo not given)	-6	-5	-0.4	-2	0	2	2	-0.2	-1
CC1CC(C)CN(CC(=O)NC(c2ccccc2)c2ccccc2)C1 (stereo not given)	-2	-2	-0.7	1	0	3	1	-0.1	3
Cc1nn(Cc2n[nH]c(=S)n2Cc2ccccc2)c(C)c1Cl	-4	-7	1.3	3	3	-8	2	0.1	-9
CCC(=O)Nc1ccc(C(=O)CN2CCC(C)CC2)cc1	5	15	-1.7	3	-1	3	2	-0.2	3
CCCCCCn1c(CN2CCN(Cc3ccccc3)CC2)nc2c1c(=O)n(C)c(=O)n2C	4	10	-3.7	1	-3	8	0	0.1	6
COc1ccccc1C(=O)NCC(=O)OCC(=O)Nc1cccc(S(=O)(=O)N2CCCCCC2)c1	5	-8	-1.3	2	0	4	0	0.2	3
COCCNC(=O)CC(=O)N/N=C/c1ccc(C(=O)OC)cc1	4	6	0.3	2	-2	5	0	0.0	8
COc1ccccc1CNC(=O)c1ccc(Cl)c(S(=O)(=O)N2CCCC2)c1	nt	5	nt	1	nt	nt	0	-0.2	nt
CC(=O)c1cccc(NC(=O)[C@@H](NC(N)=O)C(C)C)c1	2	3	-0.1	4	-4	-6	0	0.3	-4
COc1ccc(/C=C(\C#N)C(=O)Nc2ccccn2)cc1	-2	-6	-3.5	4	2	2	1	-0.1	9
COc1ccc([N+](=O)[O-])cc1NS(=O)(=O)c1cccc(C(=O)O)c1	1	8	0.1	-5	1	-4	0	0.0	0
CCc1ccccc1NC(=O)CSc1nnc(CNC(=O)c2ccco2)n1C	-8	-18	1.6	8	2	-3	0	-0.5	2
COc1ccccc1NC(=O)CCC(=O)N1CC(C)Oc2ccc(C)cc21 (stereo not given)	1	1	2.1	4	4	7	1	0.1	3
COc1cccc(OC)c1OCC(=O)Nc1ccc(S(=O)(=O)N2CCCC2)cc1	nt	11	nt	4	nt	nt	2	0.1	nt
CCC(=O)N(c1nnc(SCC(=O)NN2C(=O)NC3(CCCCC3)C2=O)s1)C1CC1	0	-4	nt	4	nt	0	0	0.2	-3
Cc1cc(C)cc(OCC(=O)NCc2cc(C)nc3ccccc23)c1	-2	43	-0.1	6	-3	2	1	-0.1	4
Cc1ccc(-c2n[nH]c(=S)n2C)cc1Cl	-6	-1	2.1	3	-2	-18	0	0.4	-11
O=C1CC(NNc2ccccc2)C(=O)N1c1cccc(Cl)c1 (stereo not given)	-6	10	-2.0	-6	-1	6	0	0.1	8
CC1Cc2ccccc2N1C(=O)COC(=O)c1cc(Br)ccc1O (stereo not given)	1	11	3.1	0	1	1	2	0.2	1
CNC(=O)C(=O)NCC1OCCN1S(=O)(=O)c1ccc([N+](=O)[O-])cc1 (stereo not given)	-4	5	3.7	15	-4	0	0	0.6	3
COc1ccc(S(=O)(=O)N2CCCC(C(=O)NCc3ccco3)C2)cc1Cl (stereo not given)	-3	13	2.0	-2	5	3	2	-0.1	-3
O=C(C[n+]1cc(-c2ccccc2)n2c1CCC2)c1cccs1	2	21	0.4	2	1	1	0	0.0	5
COc1ccc(C2CCCN2C(=S)Nc2ccc(C)c(C)c2)cc1OC (stereo not given)	-7	6	0.8	4	-1	3	0	0.0	6

Continued:
SMILES	PME-1 inh	VLA-4 inh	MEX-5 binding	GLD-1 RNA inh	Fam108B inh	MCL1 BIM primary	GRK2 aptamer HTS	Efflux pump mplx	BCLXL inh
O=C(c1ccc2c(=O)n(Cc3ccco3)c(=S)[nH]c2c1)N1CCN(Cc2ccccc2)CC1	5	-8	2.6	8	2	8	4	0.0	2
Cc1nc(N2CCOCC2)nc(N2CCCCC2)c1[N+](=O)[O-]	2	16	0.3	3	1	0	2	-0.1	2
CC(C)c1cc(C(=O)NNC(=S)NCc2ccco2)c(O)c(C(C)C)c1	5	2	0.4	8	-2	-1	2	-0.1	0
COc1ccc(CNc2oc(COc3ccc(Cl)cc3)nc2C#N)cc1	-9	4	-2.4	6	-4	-7	3	0.0	-10
CCN(CC)CCn1c(NS(=O)(=O)c2ccc(C)cc2)nc2ccccc21	-6	-22	nt	-15	nt	4	0	0.1	8
O=C(COC(=O)Cc1ccsc1)NCC12CC3CC(CC(C3)C1)C2	0	9	0.1	6	-4	-10	2	0.0	-4
N#Cc1c(NCCCO)nc(-c2ccco2)c2c1CCCC2	1	0	-2.0	4	-4	11	0	0.8	8
CCOC(=O)Cc1cc(-c2ccc(OC)cc2)nc2ccc3ccccc3c12	-10	12	0.7	8	-3	6	3	10*	9
CNC(=S)Nc1cc(OC)ccc1OC	4	-1	3.9	-1	0	15	2	0.0	17
C/C(=N\NC(=S)NC(C)C)c1ccc(Cl)c([N+](=O)[O-])c1	2	-4	-0.3	6	-1	12	0	-0.1	7
Cc1noc(C(=O)NCc2ccco2)c1Cl	-1	42	0.6	3	3	3	1	0.2	1
O=C(CSc1nc2ccccc2c(=O)[nH]1)Nc1nc(-c2ccc(Br)cc2)cs1	-13	-22	-0.7	1	-47	-29	5	0.1	-22
Cc1ccc(S(=O)(=O)CCc2nnc(NC(=O)C3CCCO3)s2)cc1 (stereo not given)	-6	-5	-1.1	-1	-5	1	1	-0.1	5
Cc1ccc(-n2c(-c3ccccc3)nnc2-c2cccs2)cc1	0	-7	-0.7	-10	3	0	0	0.3	1
CN(Cc1ccccc1F)c1ncnc2sccc12	-4	3	-1.7	6	-2	-7	1	-0.1	-2
CC1CCCCC1NC(=O)Cn1cnc2c1c(=O)n(C)c(=O)n2C (stereo not given)	nt	2	nt	-3	nt	nt	2	-0.2	nt
Cc1ccc2occ(/C=N/NC(=O)c3ccc(O)cc3)c(=O)c2c1	nt	-23	-4.3	nt	nt	nt	0	-0.1	nt
COc1ccc(-n2nnnc2SC(C)C(N)=O)cc1 (stereo not given)	1	15	-0.2	5	-2	5	5	0.0	5
COC(=O)[C@@H](NC(=O)Nc1ccc(OC)cc1)C(C)C	-7	2	0.4	8	-2	3	3	0.5	4
CCCCNC(=O)c1onc(CSc2ccc(OC)cc2)c1C(=O)O	1	21	-1.1	6	2	8	2	0.0	7

Brought forward from above: 2 entries, then new ones.
SMILES	PME-1 inh	VLA-4 inh	MEX-5 binding	GLD-1 RNA inh	Fam108B inh	MCL1 BIM primary	GRK2 aptamer HTS	Efflux pump mplx	BCLXL inh
COC(=O)[C@@H](NC(=O)Nc1ccc(OC)cc1)C(C)C	-7	2	0.4	8	-2	3	3	0.5	4
CCCCNC(=O)c1onc(CSc2ccc(OC)cc2)c1C(=O)O	1	21	-1.1	6	2	8	2	0.0	7
O=C(N/N=C1\CCc2ccccc21)c1ccncc1	7	10	1.6	4	-1	-6	1	-0.7	2
O=c1[nH]c(CSc2ncc(C(F)(F)F)cc2Cl)nc2ccccc12	2	-7	4.4	10	4	-1	0	0.5	-2
CNc1oc(-c2ccc(OCc3ccccc3)cc2)nc1C#N	3	0	-2.8	3	1	3	0	-0.1	5
COc1ccccc1NC(=O)CC(c1ccc(F)cc1)c1ccco1 (stereo not given)	7	-3	nt	-5	-4	4	0	0.2	2
Cc1cc(CN(C)C(=O)c2ccc3nc(Cc4ccccc4F)oc3c2)on1	0	-5	0.2	5	-3	2	0	-1.9	5
COc1ccc(O)c(-c2[nH]ncc2C(=O)c2cccc(C)c2)c1	-5	7	-1.8	3	-7	8	5	0.0	1
Cc1cc(C(=O)Nc2ccc(S(=O)(=O)N3CCOCC3)cc2)c(C)o1	3	9	-1.0	-2	0	-2	0	0.0	-7
